SV40 large T antigen = SV40 large T antigen inhibitors, biochemical (AID 1903) | SV40 large T antigen ATPase/helicase inhibition assay; higher % means a stronger effect | one-dose inhibition, % at 20 µM; IC50 in µM for titrated hits | actives 0.39% (n = 310,000); in the data active = a potency from the dose series; also: strong numbers were not always called active
Salmonella PhoP GFP = inhibitors of PhoP regulon expression, primary screen, Salmonella Typhimurium, GFP reporter (AID 1863); S. Typhimurium PhoP-regulated promoter GFP reporter, 4 h; higher % means a stronger effect; one-dose inhibition, % at 50 µM; IC50 in µM for titrated hits; actives 0.16% (n = 300,000);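 active = inhibition over 29.93%, a cutoff 3 SD above the screen mean, later confirmed by dose response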;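 also: 0% = low Mg2+ inducing control and 100% = high Mg2+ repressing control; strong numbers were not always called active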
T cell modulator = modulators of CD8 T cell-vesicle binding, primary screen, mouse 2C CD8+ T cells, flow cytometry; 2C CD8+ T cell-vesicle binding; hits give low values; calls only at 7 µM; actives 0.068% (n = 330,000);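 active = response, share of CD8 T cells binding vesicles, and their 90th percentile fluorescence all below set limits, cut at about 80% in these data, passing the limit was not always enough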
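System: murine 2C transgenic CD8+ T lymphocytes; also added: QL9-loaded Drosophila micro-vesicles; times: binding 1.5 h at 37 °C; measured by: flow cytometry, PE anti-B7-1 (FL2) versus Alexa647 anti-CD8 (FL8), PFA-fixed; control set: Peptide-free naked vesicles (low) and QL9 vesicles with 0.7% DMSO vehicle (high)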
RSV antiviral HEp-2 = RSV antiviral activity via CPE protection, HEp-2 cells, primary 10 µM value included (AID 2391) | HEp-2 cells, RSV-induced CPE inhibition; higher % means a stronger effect | one-dose CPE inhibition, % at 10 µM; IC50 in µM for titrated hits | actives 0.13% (n = 310,000); in the data active = a potency from the dose series; also: strong numbers were not always called active
West Nile antiviral = West Nile virus antiviral activity, cell-based, CPE readout (AID 1621); actives 0.02% (n = 290,000); West Nile virus-infected cells, CPE inhibition; higher % means a stronger effect; one-dose CPE inhibition, % at 10 µM; IC50 in µM for titrated hits; in the data active = a potency from the dose series; also: strong numbers were not always called active
Rac1 GTP hydrolysis = MgcRacGAP GTPase-activating activity inhibitors, confirmation, biochemical, ADP Hunter fluorescence; Rac GTPase-activating protein 1 (Homo sapiens); inhibition, % at 30 µM, or IC50 in µM where a hit was titrated; MgcRacGAP-stimulated Rac1 GTP hydrolysis, ADP Hunter fluorescence; higher % means a stronger effect; GST-tagged Rac1 F28L mutant substrate; actives 0.6% (n = 340,000);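 active = first-screen hits whose inhibition reached a set limit at any dose in the follow-up dose series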;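 also: fluorescence reports GDP produced by GAP-driven GTP hydrolysis; strong numbers were not always called active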
bCat nuc transl = modulators of beta-catenin nuclear translocation, primary screen, imaging, HeLa cells, immunofluorescence, high-content; nuclear translocation activity, % at 5 µM; actives 0.3% (n = 190,000); AID 1665, 2009;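 active = nuclear translocation activity above 50% at 5 µM, with a well cell count of 50 or more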;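 also: per-cell ratio of nuclear to cytoplasmic median beta-catenin stain intensity; plate controls were DMSO negative control for no effect and GSK-3 inhibitor IX positive control for full effect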
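Test system: human HeLa cell line; Doses: 5 µM primary, 0.02–20 µM confirmation; Incubation: 24 h compound exposure, 37°C; Detection: beta-catenin immunofluorescence imaging with DAPI; Read-out: beta-catenin nuclear/cytoplasmic ratio, % activation.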
Myeloid diff 2 = induction of myeloid progenitor differentiation, primary screen, cell-based, flow cytometry, MLPCN library; ER-HoxA9 myeloid progenitors, lysozyme-GFP differentiation; calls only at 10 µM; actives 1% (n = 360,000);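 active = normalized GFP-positive differentiation at or above the plate's own cutoff, the solvent-only control mean plus 3 SD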;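 also: cells exposed to compound for four days before flow analysis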
WT yeast gro inh = growth inhibition of WT strain, primary screen, mitochondrial fusion inhibitor project, WT and mutant strains, chemical genetic | AID 1362, 2008 | inhibition, % at 10 µM | actives 2.1% (n = 190,000) | mitochondrial fusion phenotypic screen; in the data active = inhibition above about 58%; tested in S. cerevisiae
WT yeast gro inh mutant strain = further read-out of WT yeast gro inh, marked with its call; inhibition, %; mitochondrial fusion phenotypic screen, mutant strain inhibition
bCat nuc transl cell count 5 µM = also measured in bCat nuc transl; calls as there; cell count; measured here: cell count, cytotoxicity flag
T cell modulator vesicle-bound % = second read-out of T cell modulator, no call of its own (marks repeat the call); double positive events, %; measured here: CD8+ vesicle-bound cell fraction;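 binding gate set so that unloaded-vesicle control wells show 10% double positive cells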
Myeloid diff 2 GFP+ MAC1+ % = further read-out of Myeloid diff 2, marked with its call; GFP+ MAC1+ double positive, %; measured here: differentiation confirmed by MAC1 staining
Numbers without * were called inactive.

CC1C/C(=C/c2cccn2C)C(=O)/C(=C/c2cccn2C)C1 (stereo unspecified) was read as SV40 large T antigen -3%, Salmonella PhoP GFP -20%, T cell modulator inactive, RSV antiviral HEp-2 22%, West Nile antiviral 1.4%, Rac1 GTP hydrolysis 4%, Myeloid diff 2 inactive, WT yeast gro inh 1, WT yeast gro inh mutant strain 9, T cell modulator vesicle-bound % 62 and Myeloid diff 2 GFP+ MAC1+ % 0.7.
For COCCSc1nnc(NC(=O)Cc2ccccc2OC)s1 the results were SV40 large T antigen 10%, Salmonella PhoP GFP 0%, T cell modulator inactive, RSV antiviral HEp-2 1.1%, West Nile antiviral 0.8%, Rac1 GTP hydrolysis 6%, bCat nuc transl 2.6, Myeloid diff 2 inactive, WT yeast gro inh -6, WT yeast gro inh mutant strain -24, bCat nuc transl cell count 5 µM 851, T cell modulator vesicle-bound % 31 and Myeloid diff 2 GFP+ MAC1+ % 2.9.
Screening N#CC(C(=O)Nc1ccccc1)=C1CCCCC1 returned SV40 large T antigen 10%, Salmonella PhoP GFP 18%, T cell modulator inactive, RSV antiviral HEp-2 3.9%, West Nile antiviral -0.3%, Rac1 GTP hydrolysis 6%, bCat nuc transl -0.3, Myeloid diff 2 inactive, WT yeast gro inh 14, WT yeast gro inh mutant strain 6, bCat nuc transl cell count 5 µM 1053, T cell modulator vesicle-bound % 28 and Myeloid diff 2 GFP+ MAC1+ % 6.0.
Screening CCOC(=O)CSc1cc(CS(=O)(=O)c2ccccc2)nc(-c2ccccc2)n1 returned SV40 large T antigen -5%, Salmonella PhoP GFP 9%, T cell modulator inactive, RSV antiviral HEp-2 0.0%, West Nile antiviral 0.3%, Rac1 GTP hydrolysis 15%, bCat nuc transl -2.7, Myeloid diff 2 inactive, WT yeast gro inh -2, WT yeast gro inh mutant strain 2, bCat nuc transl cell count 5 µM 1437, T cell modulator vesicle-bound % 18 and Myeloid diff 2 GFP+ MAC1+ % 0.6.
CCOc1ccc(OCCC(=O)OCC(=O)NCc2ccc(Cl)cc2)cc1 was read as SV40 large T antigen 12%, Salmonella PhoP GFP 3%, T cell modulator inactive, RSV antiviral HEp-2 -2.1%, Rac1 GTP hydrolysis -7%, Myeloid diff 2 inactive, T cell modulator vesicle-bound % 42 and Myeloid diff 2 GFP+ MAC1+ % 0.4.
`O=C(O)c1cccc(C(=O)c2cccc(C(=O)O)c2)c1` gave SV40 large T antigen -15%, Salmonella PhoP GFP 0%, T cell modulator inactive, RSV antiviral HEp-2 0.7%, West Nile antiviral -0.1%, Rac1 GTP hydrolysis 5%, bCat nuc transl 5.8, Myeloid diff 2 inactive, WT yeast gro inh -4, WT yeast gro inh mutant strain -8, bCat nuc transl cell count 5 µM 972, T cell modulator vesicle-bound % 52 and Myeloid diff 2 GFP+ MAC1+ % 0.1.
Screening Cc1cccc2c(=O)n3c(nc12)CCCCC3 returned SV40 large T antigen 7%, Salmonella PhoP GFP -1%, T cell modulator inactive, RSV antiviral HEp-2 0.4%, West Nile antiviral -0.2%, Rac1 GTP hydrolysis 3%, bCat nuc transl -2.6, Myeloid diff 2 inactive, WT yeast gro inh 8, WT yeast gro inh mutant strain 14, bCat nuc transl cell count 5 µM 1130, T cell modulator vesicle-bound % 37 and Myeloid diff 2 GFP+ MAC1+ % 1.3.
`CCOc1ccc(CCNC(=O)COC(=O)CCC(=O)c2cccs2)cc1OCC` gave SV40 large T antigen 10%, Salmonella PhoP GFP -4%, T cell modulator inactive, RSV antiviral HEp-2 1.2%, West Nile antiviral 0.2%, Rac1 GTP hydrolysis 3%, Myeloid diff 2 inactive, T cell modulator vesicle-bound % 22 and Myeloid diff 2 GFP+ MAC1+ % 4.5.
`O=C(N/N=C\c1cn[nH]c1-c1ccccc1)c1ccc([N+](=O)[O-])cc1` gave SV40 large T antigen -4%, Salmonella PhoP GFP -4%, T cell modulator inactive, RSV antiviral HEp-2 2.2%, West Nile antiviral -0.1%, Rac1 GTP hydrolysis 9%, Myeloid diff 2 inactive, WT yeast gro inh -10, WT yeast gro inh mutant strain -7, T cell modulator vesicle-bound % 27 and Myeloid diff 2 GFP+ MAC1+ % 0.4.
Screening CCC(C)[C@H](NC(=O)Nc1cccc(Cl)c1)C(=O)O (stereo partly specified) returned SV40 large T antigen -6%, Salmonella PhoP GFP 4%, T cell modulator inactive, RSV antiviral HEp-2 3.9%, West Nile antiviral 0.8%, Rac1 GTP hydrolysis 11%, Myeloid diff 2 inactive, WT yeast gro inh 14, WT yeast gro inh mutant strain -68, T cell modulator vesicle-bound % 18 and Myeloid diff 2 GFP+ MAC1+ % 0.9.
Screening CCOC(=O)c1ccc2nc(NC(C)=O)sc2c1 returned SV40 large T antigen 27%, Salmonella PhoP GFP -11%, T cell modulator inactive, RSV antiviral HEp-2 5.0%, West Nile antiviral 0.4%, Rac1 GTP hydrolysis 8%, bCat nuc transl 4.6, Myeloid diff 2 inactive, WT yeast gro inh -7, WT yeast gro inh mutant strain 11, bCat nuc transl cell count 5 µM 1144, T cell modulator vesicle-bound % 28 and Myeloid diff 2 GFP+ MAC1+ % 0.4.
CCCOc1ccc(/C(O)=C2/C(=O)C(=O)N(CCCn3ccnc3)C2c2ccc(C)o2)cc1 (stereo unspecified) was read as SV40 large T antigen 24%, Salmonella PhoP GFP -3%, T cell modulator inactive, RSV antiviral HEp-2 0.2%, West Nile antiviral 0.4%, Rac1 GTP hydrolysis 2%, bCat nuc transl 0.0, Myeloid diff 2 inactive, bCat nuc transl cell count 5 µM 1266, T cell modulator vesicle-bound % 30 and Myeloid diff 2 GFP+ MAC1+ % 0.3.
For CN(C(=O)c1cccc(C(=O)N(C)c2ccccc2)c1)c1ccccc1 the results were SV40 large T antigen 7%, Salmonella PhoP GFP -5%, T cell modulator inactive, RSV antiviral HEp-2 1.8%, West Nile antiviral -1.2%, Rac1 GTP hydrolysis 4%, Myeloid diff 2 inactive, T cell modulator vesicle-bound % 29 and Myeloid diff 2 GFP+ MAC1+ % 0.4.
For Cc1cc(SCC(=O)N2CCCC2)nc2ccccc12 the results were SV40 large T antigen 3%, Salmonella PhoP GFP -8%, T cell modulator inactive, RSV antiviral HEp-2 -0.3%, West Nile antiviral -0.8%, Rac1 GTP hydrolysis 4%, bCat nuc transl -1.4, Myeloid diff 2 inactive, WT yeast gro inh 4, WT yeast gro inh mutant strain -44, bCat nuc transl cell count 5 µM 933, T cell modulator vesicle-bound % 47 and Myeloid diff 2 GFP+ MAC1+ % 2.2.
Screening N#CCCNc1c(Cl)cc(Cl)cc1C(=O)O returned SV40 large T antigen -2%, Salmonella PhoP GFP 3%, T cell modulator inactive, RSV antiviral HEp-2 2.5%, West Nile antiviral -0.1%, Rac1 GTP hydrolysis -3%, bCat nuc transl 1.1, Myeloid diff 2 inactive, WT yeast gro inh -2, WT yeast gro inh mutant strain 4, bCat nuc transl cell count 5 µM 579, T cell modulator vesicle-bound % 32 and Myeloid diff 2 GFP+ MAC1+ % 0.3.
Cc1nc2ccccc2c(=O)n1/N=C/c1c(O)ccc2ccccc12 was read as SV40 large T antigen 6%, Salmonella PhoP GFP -9%, T cell modulator inactive, RSV antiviral HEp-2 1.5%, West Nile antiviral -1.2%, Rac1 GTP hydrolysis 11%, bCat nuc transl 0.2, Myeloid diff 2 inactive, WT yeast gro inh -19, WT yeast gro inh mutant strain 3, bCat nuc transl cell count 5 µM 951, T cell modulator vesicle-bound % 28 and Myeloid diff 2 GFP+ MAC1+ % 0.1.
COc1ccc(C2C(C(C)=O)=C(O)C(=O)N2c2cccnc2)cc1OC (stereo unspecified) was read as SV40 large T antigen 4%, Salmonella PhoP GFP -3%, T cell modulator inactive, RSV antiviral HEp-2 -0.8%, West Nile antiviral -0.3%, Rac1 GTP hydrolysis 7%, Myeloid diff 2 inactive, WT yeast gro inh -10, WT yeast gro inh mutant strain -15, T cell modulator vesicle-bound % 53 and Myeloid diff 2 GFP+ MAC1+ % 2.7.
`CN(C)CCOC(=O)c1ccc(COc2ccccc2Br)o1` gave SV40 large T antigen 6%, Salmonella PhoP GFP -2%, T cell modulator inactive, RSV antiviral HEp-2 0.8%, West Nile antiviral 0.1%, Rac1 GTP hydrolysis 7%, Myeloid diff 2 inactive, T cell modulator vesicle-bound % 29 and Myeloid diff 2 GFP+ MAC1+ % 0.2.
Screening CCOc1ccccc1NC(=O)CSc1nnc(Cc2ccc(OC)cc2)c(=O)n1N returned SV40 large T antigen 11%, Salmonella PhoP GFP 9%, T cell modulator inactive, RSV antiviral HEp-2 -0.3%, Rac1 GTP hydrolysis 5%, Myeloid diff 2 inactive, T cell modulator vesicle-bound % 30 and Myeloid diff 2 GFP+ MAC1+ % 1.0.
CCOCC(=O)Nc1ccccc1C(=O)N1CCOCC1 was read as SV40 large T antigen 10%, Salmonella PhoP GFP -3%, T cell modulator inactive, RSV antiviral HEp-2 0.5%, West Nile antiviral -0.2%, Rac1 GTP hydrolysis 15%, bCat nuc transl 0.6, Myeloid diff 2 inactive, WT yeast gro inh 9, WT yeast gro inh mutant strain 13, bCat nuc transl cell count 5 µM 1521, T cell modulator vesicle-bound % 54 and Myeloid diff 2 GFP+ MAC1+ % 0.8.
For Cn1c(=O)c2c(nc(N3CCNCC3)n2Cc2ccccc2Cl)n(C)c1=O the results were SV40 large T antigen 19%, Salmonella PhoP GFP -4%, T cell modulator inactive, RSV antiviral HEp-2 -0.7%, West Nile antiviral 0.0%, Rac1 GTP hydrolysis -4%, bCat nuc transl -0.8, Myeloid diff 2 inactive, WT yeast gro inh -9, WT yeast gro inh mutant strain 3, bCat nuc transl cell count 5 µM 1004, T cell modulator vesicle-bound % 59 and Myeloid diff 2 GFP+ MAC1+ % 0.8.

2 compounds drawn at random from the list so far, as already listed:
CCOCC(=O)Nc1ccccc1C(=O)N1CCOCC1 was read as SV40 large T antigen 10%, Salmonella PhoP GFP -3%, T cell modulator inactive, RSV antiviral HEp-2 0.5%, West Nile antiviral -0.2%, Rac1 GTP hydrolysis 15%, bCat nuc transl 0.6, Myeloid diff 2 inactive, WT yeast gro inh 9, WT yeast gro inh mutant strain 13, bCat nuc transl cell count 5 µM 1521, T cell modulator vesicle-bound % 54 and Myeloid diff 2 GFP+ MAC1+ % 0.8.
`CN(C)CCOC(=O)c1ccc(COc2ccccc2Br)o1` gave SV40 large T antigen 6%, Salmonella PhoP GFP -2%, T cell modulator inactive, RSV antiviral HEp-2 0.8%, West Nile antiviral 0.1%, Rac1 GTP hydrolysis 7%, Myeloid diff 2 inactive, T cell modulator vesicle-bound % 29 and Myeloid diff 2 GFP+ MAC1+ % 0.2.
